NadD inh – inhibitors of Staphylococcus aureus NadD. purified NadD enzyme, colorimetric absorbance read-out. inhibition, % at 20 µM. 360,000 tested, 0.78% active. AID 602399; in the data active = inhibition above about 26%; also: some compounds past the cut are filed as inactive
SKN-1 block – C. elegans SKN-1 inhibition; C. elegans VP596 Pgst-4::GFP/RFP ratio, acrylamide-induced, 24 h; inhibition, % at 21.8 µM; 360,000 tested, 0.49% active; AID 624304;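 active = interference check ratio from 0.5 to 1.5 plus GFP to RFP signal ratio inhibition reaching or exceeding a fixed threshold, cut at about 30% in these data, passing the limit was not always enough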; also: some compounds called inactive have numbers as strong as hits
MT1-MMP act inh – blocks activation of human MT1-MMP; P50281; HT1080 RFP-PRO-GFP cells, GFP/RFP ratio fluorescence, overnight; percent of plate control window, DMSO zero; GFP/RFP ratio change, % at 20 µM; 360,000 tested, 0.061% active; AID 651647;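 active = GFP/RFP ratio change of at least 30% with cell ATP level not reduced by more than half and red fluorescence within 50% of control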; also: strong numbers were not always called active
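Compound: 20 µM single dose, 1% DMSO / System: HT1080 RFP-PRO-GFP cells / Controls: DMSO and RFP-L50D-GFP cell wells / Read-out basis: GFP/RFP fluorescence ratio / Schedule: overnight compound exposure at 37 °C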
FAS TE block – inhibitors of human fatty acid synthase thioesterase domain; recombinant FAS-TE, OMFH fluorogenic substrate, fluorescence endpoint; inhibition, % at 15 µM; 360,000 tested, 0.67% active; AID 602261;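 active = compounds whose normalised, plate-corrected inhibition of enzyme fluorescence in the single-dose primary screen is 50% or more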;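 also: 0% = DMSO with enzyme and 100% = substrate without enzyme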
Rpn11 inh – Rpn11 (human) deubiquitinase inhibition | AID 588493 | O00487 | calls only at 20 µM | 360,000 tested, 0.59% active | human 26S proteasome, Ub4-pepOG fluorescence polarization; 20S core pre-blocked with epoxomicin;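 active = inhibition at 20 µM, scaled to each plate's controls, above about 33%, limit read from the data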
Rin1 Abl inh – blocks binding of human Rin1 to Abl. inhibition, % at 7.35 µM. 360,000 tested, 0.4% active. AID 588664. TR-FRET Rin1/Abl binding, biochemical; in the data active = inhibition above about 5%, passing the limit was not always enough
Target sequence (P00519 whole entry, looked up): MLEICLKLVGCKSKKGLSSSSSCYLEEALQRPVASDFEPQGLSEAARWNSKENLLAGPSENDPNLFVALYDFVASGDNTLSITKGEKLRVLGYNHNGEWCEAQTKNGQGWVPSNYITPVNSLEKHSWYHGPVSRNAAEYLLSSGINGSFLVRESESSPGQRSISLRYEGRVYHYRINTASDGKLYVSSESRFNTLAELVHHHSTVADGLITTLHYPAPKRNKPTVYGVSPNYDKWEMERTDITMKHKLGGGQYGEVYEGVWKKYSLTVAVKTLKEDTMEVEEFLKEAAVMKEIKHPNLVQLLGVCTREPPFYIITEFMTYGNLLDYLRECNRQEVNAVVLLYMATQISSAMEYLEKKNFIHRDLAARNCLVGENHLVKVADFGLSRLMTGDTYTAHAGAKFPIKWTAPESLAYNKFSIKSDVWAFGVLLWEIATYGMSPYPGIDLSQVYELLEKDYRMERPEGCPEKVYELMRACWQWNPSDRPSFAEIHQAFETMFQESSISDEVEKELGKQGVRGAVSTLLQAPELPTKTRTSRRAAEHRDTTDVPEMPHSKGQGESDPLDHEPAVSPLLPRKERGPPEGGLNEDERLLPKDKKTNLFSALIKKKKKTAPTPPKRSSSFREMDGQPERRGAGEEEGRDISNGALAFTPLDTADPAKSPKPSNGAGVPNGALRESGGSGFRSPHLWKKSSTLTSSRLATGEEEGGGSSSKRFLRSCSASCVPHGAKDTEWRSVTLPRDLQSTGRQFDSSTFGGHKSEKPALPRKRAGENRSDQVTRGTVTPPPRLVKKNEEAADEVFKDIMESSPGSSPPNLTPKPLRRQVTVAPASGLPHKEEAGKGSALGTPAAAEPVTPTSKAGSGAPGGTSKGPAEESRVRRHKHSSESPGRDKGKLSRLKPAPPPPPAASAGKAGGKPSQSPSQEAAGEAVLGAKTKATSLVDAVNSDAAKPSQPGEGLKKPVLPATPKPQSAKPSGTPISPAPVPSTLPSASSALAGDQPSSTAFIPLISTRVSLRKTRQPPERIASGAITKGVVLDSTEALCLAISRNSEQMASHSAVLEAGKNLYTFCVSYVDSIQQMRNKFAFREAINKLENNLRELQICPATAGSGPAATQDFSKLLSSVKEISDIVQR
Target sequence (Q13671 whole entry, looked up): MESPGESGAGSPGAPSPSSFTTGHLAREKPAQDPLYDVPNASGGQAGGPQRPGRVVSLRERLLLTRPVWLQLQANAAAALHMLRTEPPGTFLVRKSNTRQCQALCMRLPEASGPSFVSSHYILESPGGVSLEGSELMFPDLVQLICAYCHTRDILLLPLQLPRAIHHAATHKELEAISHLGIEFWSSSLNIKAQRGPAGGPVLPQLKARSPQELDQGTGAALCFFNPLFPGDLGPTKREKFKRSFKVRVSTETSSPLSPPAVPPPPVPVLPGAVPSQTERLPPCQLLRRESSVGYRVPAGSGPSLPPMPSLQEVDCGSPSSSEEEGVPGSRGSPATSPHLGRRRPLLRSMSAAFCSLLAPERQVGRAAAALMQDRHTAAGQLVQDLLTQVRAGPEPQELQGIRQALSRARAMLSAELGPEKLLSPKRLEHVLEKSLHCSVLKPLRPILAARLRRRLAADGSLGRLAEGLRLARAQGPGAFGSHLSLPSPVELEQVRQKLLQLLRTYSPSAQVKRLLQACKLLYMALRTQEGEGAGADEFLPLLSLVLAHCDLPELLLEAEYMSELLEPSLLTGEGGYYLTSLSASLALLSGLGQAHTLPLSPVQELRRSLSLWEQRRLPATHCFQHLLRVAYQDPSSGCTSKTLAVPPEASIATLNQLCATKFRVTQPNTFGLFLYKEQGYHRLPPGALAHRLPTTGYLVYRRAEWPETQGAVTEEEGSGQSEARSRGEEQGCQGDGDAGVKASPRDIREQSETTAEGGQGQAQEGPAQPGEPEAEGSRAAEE
Neddyl block – inhibitors of human cullin neddylation; AID 651699; TR-FRET cullin neddylation, biochemical; 360,000 tested, 0.58% active; calls only at 25 µM; P61081+Q13564; in the data active = inhibition above about 36%
MLLE-PAM2 inh – inhibitors of microRNA-mediated deadenylation, human PABP1 MLLE binding | 360,000 tested, 0.36% active | AID 588489 | P11940 | GST-MLLE / FITC-PAM2 fluorescence polarization | inhibition, % at 20 µM; in the data active = inhibition above about 35%, passing the limit was not always enough;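 also: plate controls were DMSO wells with GST-MLLE for no effect and wells lacking GST-MLLE protein for full effect; some results filed as inactive read as strong as hits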
CSN inh – CSN deneddylation inhibition; inhibition, % at 12.5 µM; 360,000 tested, 0.38% active; AID 651999; Purified CSN, SCF-Nedd8-OG deneddylation, fluorescence polarization; Q92905;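 active = pattern-corrected inhibition above about 35%, with an unprinted fluorescence ratio check between 0.5 and 1.5, limit read from the data, passing the limit was not always enough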;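 also: 0% = enzyme with substrate and 100% = substrate without enzyme; some results filed as inactive read as strong as hits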
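Schedule: reaction 90 min, room temperature / Assay system: HEK293T-derived human Csn5 enzyme / Input: Csn5 at 0.24 nM final / Measure: inhibition of Csn5 cleavage, % / Control set: substrate-only high control, full reaction low control / Technique: fluorescence polarization of the substrate / Buffer or medium: Tris/NaCl/DTT buffer, pH 7.5 / Reagent: SCFSkp2-Nedd8OG substrate at 10 nM final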
Starred values were filed as active, the others as inactive; i = inactive; . = no result given.

1: CCOc1cc(C(=O)Nc2ccc3c(c2)OCO3)ccc1OC(F)F
2: O=S1(=O)C[C@@H](N2CCN(CCO)CC2)[C@H](COCc2ccccc2)N1
3: CC(C)C[C@H](NC(=O)C1CC(=O)N(c2ccc3c(c2)OCO3)C1)C(=O)NC1CCCCC1 (stereo partly specified)
4: Cc1ccc(C(=O)NCCCNC(=O)c2ccccc2C)cn1
5: CN(C)c1cccc(CNC(=O)c2csc([C@H]3C[C@H](O)[C@@H](CO)O3)n2)c1
assay / compound	1	2	3	4	5
NadD inh	-4	-6	-2	1	-6
SKN-1 block	5	7	12	2	19
MT1-MMP act inh	17	1	-1	-2	-2
FAS TE block	9	-10	-5	-4	-8
Rpn11 inh	i	i	i	i	i
Rin1 Abl inh	-2	-3	-1	0	-3
Neddyl block	i	i	i	i	i
MLLE-PAM2 inh	-7	14	-7	7	1
CSN inh	4	-5	1	6	0

6: Cc1nn(C)c(C(=O)N2CCOCC2)c1Cl
7: COC(=O)Nc1nc2c(C)cccc2s1
8: CC(NC(=S)N1CCN(c2ccccc2)CC1)c1ccccc1 (stereo unspecified)
9: CC(=O)OCCCCCCCCCCC[N+]1(C)CCCCC1
10: Cc1ccc(CS(=O)Cc2ccc(C(=O)NCCc3ccccc3)o2)cc1 (stereo unspecified)
assay / compound	6	7	8	9	10
NadD inh	4	-2	-2	16	1
SKN-1 block	3	17	0	-2	10
MT1-MMP act inh	4	0	2	-1	2
FAS TE block	-13	-3	4	-4	-1
Rpn11 inh	i	i	i	i	i
Rin1 Abl inh	0	-2	4	2	-6
Neddyl block	i	i	i	i	i
MLLE-PAM2 inh	2	-3	-150	-129	-8
CSN inh	2	-3	0	11	-3

11: COc1ccc(C(c2nnnn2C2CCCC2)N2CCc3ccccc3C2)cc1OC (stereo unspecified)
12: c1ccc(OCc2nn3c(-c4ccco4)nnc3s2)cc1
13: Cc1ccc(NS(=O)(=O)c2ccc(C(=O)NCCN3CCOCC3)cc2)cc1
14: O=Cc1c[nH]c2ccc(S(=O)(=O)N3CCCCC3)cc12
15: c1ccc(Nc2ccc(-n3ccnc3)nn2)cc1
assay / compound	11	12	13	14	15
NadD inh	7	-1	3	5	-5
SKN-1 block	8	-3	8	4	13
MT1-MMP act inh	-1	-4	6	2	-1
FAS TE block	11	3	-5	-9	-7
Rpn11 inh	i	i	i	i	i
Rin1 Abl inh	-1	0	2	-4	4
Neddyl block	i	i	i	i	i
MLLE-PAM2 inh	8	6	-9	10	2
CSN inh	-3	1	2	4	0

Among those listed so far, these contain four or more nitrogen atoms:
11: COc1ccc(C(c2nnnn2C2CCCC2)N2CCc3ccccc3C2)cc1OC (stereo unspecified)
12: c1ccc(OCc2nn3c(-c4ccco4)nnc3s2)cc1
15: c1ccc(Nc2ccc(-n3ccnc3)nn2)cc1
assay / compound	11	12	15
NadD inh	7	-1	-5
SKN-1 block	8	-3	13
MT1-MMP act inh	-1	-4	-1
FAS TE block	11	3	-7
Rpn11 inh	i	i	i
Rin1 Abl inh	-1	0	4
Neddyl block	i	i	i
MLLE-PAM2 inh	8	6	2
CSN inh	-3	1	0

(next part)
16: C=CCNC(=S)N/N=C/c1ccc(-c2ccc(Br)cc2)o1
17: CCN(C(=O)CN1CCc2ccccc21)c1c(N)n(Cc2ccccc2)c(=O)[nH]c1=O
18: CC1=C(C(=O)OCc2ccc3c(c2)OCO3)C(c2ccc(Cl)cc2)NC(=O)N1 (stereo unspecified)
19: CN(C)S(=O)(=O)c1ccc(F)c(C(=O)Nc2ccccc2C(=O)NC2CC2)c1
20: COc1ccc(C(=O)OCC(=O)c2ccc3c(c2)NC(=O)CO3)cc1[N+](=O)[O-]
assay / compound	16	17	18	19	20
NadD inh	4	4	-2	-8	-1
SKN-1 block	8	16	15	9	14
MT1-MMP act inh	0	-6	-17	-1	1
FAS TE block	28	-12	10	1	1
Rpn11 inh	i	i	i	i	i
Rin1 Abl inh	-3	1	0	3	2
Neddyl block	.	i	i	i	i
MLLE-PAM2 inh	13	-50	-4	-1	-3
CSN inh	-2	3	-3	-1	14

The final 3 records of the section above lead into the next:
18: CC1=C(C(=O)OCc2ccc3c(c2)OCO3)C(c2ccc(Cl)cc2)NC(=O)N1 (stereo unspecified)
19: CN(C)S(=O)(=O)c1ccc(F)c(C(=O)Nc2ccccc2C(=O)NC2CC2)c1
20: COc1ccc(C(=O)OCC(=O)c2ccc3c(c2)NC(=O)CO3)cc1[N+](=O)[O-]
21: COc1ccc(CN(C)C(=O)c2ccc(NS(=O)(=O)c3ccc(C)c([N+](=O)[O-])c3)cc2)c(OC)c1OC
22: CC(Oc1ccc(Br)cc1)C(=O)NC1CCN(Cc2ccccc2)CC1 (stereo unspecified)
23: Cc1ccc(S(=O)(=O)N(C)CC(=O)Nc2cc(C)ccn2)cc1
24: Cc1ccccc1NS(=O)(=O)c1ccc(C(=O)NCC(C)(C)N2CCOCC2)cc1
25: CN(CCO)S(=O)(=O)c1ccc2c(c1)C(=O)c1cc(S(=O)(=O)N(C)CCO)ccc1-2
assay / compound	18	19	20	21	22	23	24	25
NadD inh	-2	-8	-1	-7	-7	-4	-3	5
SKN-1 block	15	9	14	-14	4	7	10	7
MT1-MMP act inh	-17	-1	1	2	-1	2	-4	-6
FAS TE block	10	1	1	5	0	-5	-5	-3
Rpn11 inh	i	i	i	i	i	i	i	i
Rin1 Abl inh	0	3	2	3	0	1	4	-2
Neddyl block	i	i	i	i	i	i	i	i
MLLE-PAM2 inh	-4	-1	-3	4	-22	8	-1	4
CSN inh	-3	-1	14	2	6	2	-3	-1

Further structures:
No.	molecule	NadD inh	SKN-1 block	MT1-MMP act inh	FAS TE block	Rpn11 inh	Rin1 Abl inh	Neddyl block	MLLE-PAM2 inh	CSN inh
26	O=C1COc2ccc(C(=O)COC(=O)c3ccccc3Cl)cc2N1	3	1	2	0	i	2	i	6	1
27	COc1ccc(C(=O)NCc2ccc3c(c2)OCO3)cc1	-5	7	-2	-3	i	-7	i	-10	-6
28	COc1ccccc1S(=O)(=O)Cc1ccc(C(=O)NCc2cccnc2)o1	-4	-1	1	-5	i	-1	i	-6	-3
29	O=C1N(c2cccc(Cl)c2)C(c2ccc(Cl)cc2)N2CCCN12 (stereo unspecified)	4	-2	0	15	i	11*	i	2	5
30	Cn1c(SCC(=O)NCCc2ccc(S(N)(=O)=O)cc2)nc2ccccc2c1=O	-2	2	0	-4	i	-4	i	-14	4
31	CC(NC(=O)c1cccc2ccccc12)c1ccc2c(c1)CCCC2 (stereo unspecified)	-2	-13	-6	37	i	-1	i	9	-1
32	CCOC(=O)C1=C(C)N=c2s/c(=C/c3ccc(OCC(=O)O)cc3)c(=O)n2C1c1cc(OC)c(OC)c(OC)c1 (stereo unspecified)	12	9	.	0	i	-1	i	-38	4
33	COc1ccc(NC(=O)CSc2ccc(-c3ccco3)nn2)cc1OC	1	7	8	-5	i	-6	i	20	1
34	CNC(=O)/C(C#N)=C/c1ccc(OCCOc2ccccc2)cc1	-9	18	.	8	i	-1	i	12	0
35	Cn1c(=O)[nH]c(=O)c2c1nc(Br)n2CCC(=O)c1ccccc1	9	-11	4	-5	i	6	i	-4	-2
36	CC(c1ccccc1F)n1cc(C(=O)NCc2ccncc2)nn1 (stereo unspecified)	8	-7	-4	-7	i	4	i	1	-2
37	COc1cccc(-n2nnc3c(=O)n(Cc4c(F)cccc4Cl)cnc32)c1	3	6	-3	2	i	3	i	12	5
38	O=[N+]([O-])c1ccc(Cl)c(S(=O)(=O)Nc2ccc(S(=O)(=O)N3CCOCC3)cc2)c1	-3	3	-2	4	i	-3	i	7	5
39	O=C(Nc1cc(Cl)ccc1Cl)C1CC(=O)N(c2ccc(Br)cc2)C1 (stereo unspecified)	-2	-12	4	6	i	-6	i	1	3
40	COc1ccccc1C(=O)OCC(=O)Nc1ccccc1OC(F)F	-2	-1	0	0	i	3	i	7	-1
41	C/C(N)=C(/C#N)C(=O)CSc1nc2ccccc2c(=O)n1CCCO	-8	10	1	-10	i	2	i	22	-5
42	Cc1ccc(/C=N/N2CCN(Cc3ccc(C)cc3)CC2)cc1	3	1	-1	8	i	3	i	-6	2
43	COc1ccccc1N1CCN(C(=O)C(C)N(c2ccccc2)S(C)(=O)=O)CC1 (stereo unspecified)	-1	0	2	-6	i	1	i	5	-3
44	O=C(CN1C(=O)COc2ccccc21)NCCN1CCCC1	-1	-2	-2	-11	i	5	i	-4	0
45	CCOc1ccc(S(=O)(=O)NCc2cccs2)cc1C(C)C	-8	4	7	19	i	3	i	12	2
46	Cc1cc(NC(=O)c2ccc(-c3ccccc3F)o2)no1	-4	3	-1	-2	i	2	i	15	-6
47	CN(Cc1ccsc1)C(=O)CCc1nnc(CCCc2ccccc2)o1	-8	-8	8	0	i	-1	i	-6	-2
48	Cc1ccc(-c2csc3ncnc(N4CCN(S(=O)(=O)c5ccc(C#N)cc5)CC4)c23)cc1	12	14	0	22	i	0	i	-10	-2
49	O=C(COc1ccc(Br)cc1)Nc1ccc(-c2nnc(-c3ccco3)o2)cc1	0	-3	5	-1	i	-5	i	-2	2
50	CN1c2ccccc2C(=O)NC1c1ccc(Cl)cc1 (stereo unspecified)	-6	-10	0	-2	i	-1	.	-10	-1
51	COc1ccc(OC)c(/C=N/NC(=O)Cn2ccnc2C)c1	2	3	0	-7	i	-5	.	-3	0
52	COc1ccc(C2OC(=O)CC2C(=O)NCc2ccc(F)cc2)cc1OC (stereo unspecified)	-4	-5	-2	-4	i	2	i	-2	6
53	CNS(=O)(=O)c1ccc(C)c(S(=O)(=O)NC)c1	4	-9	-1	-10	i	-1	i	0	-4
54	CCC1COCCS(=O)(=O)N1Cc1ccc(F)cc1 (stereo unspecified)	-11	2	0	-2	i	3	i	-13	1
55	c1ccc(COc2ccc(OCCCn3cncn3)cc2)cc1	2	33	1	3	i	0	i	8	3
56	Cc1cc(C(=O)COC(=O)c2nn(C)c(=O)c3ccccc23)c(C)n1C	2	5	-3	-2	i	5	i	10	-2
57	O=C(Nc1cccc2c1CCCC2)c1ccc(Br)o1	0	13	0	8	i	2	i	-1	-2
58	CC(O)(c1ccccc1)c1nc(-c2ccc3c(c2)OCO3)cs1 (stereo unspecified)	-1	12	0	16	i	6	i	6	3
59	Cc1ccccc1Oc1cc(NC(=O)Cn2cnc([N+](=O)[O-])c2)cc([N+](=O)[O-])c1	4	1	9	27	i	-1	i	-2	13
60	COc1ccc(OC)c(/C=N\NC(=O)c2ccc(COc3ccc(C)cc3[N+](=O)[O-])o2)c1	8	5	-2	0	i	1	i	-8	-2
61	CCC1=C(c2cc(OC)c(OC)c(OC)c2)C2(CCCC2)C(=O)O1	-1	-5	-4	-2	i	7	i	-12	3
62	OCCNc1c2ccccc2nc2ccccc12	-1	10	6	-4	i	-7	i	-9	-2
63	Nn1c(Nc2ccccc2)nc2ccccc21	15	6	3	-3	i	0	i	-3	-3
